# PERK inhibitor: block of dimerizer-induced PERK translation repression, primary screen, PERK inhibitor project, CHO PERK-DD cells, SEAP luminescence, HTS; Eukaryotic translation initiation factor 2-alpha kinase 3 (Homo sapiens), Q9NZJ5; AID 1416, 2008; 0.17% of 220,000 active; CHO PERK-DD fusion, SEAP luminescence translation reporter; inhibition, % at 5.6 µM;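 active = inhibition above the mean inhibition of all tested compounds plus 3 SD, set separately per screening campaign, cut at about 2.9% in these data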;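 also: PERK kinase domain activated by AP20187 dimerizer at 100 nM; 0% = DMSO with dimerizer and 100% = rapamycin at 8.4 µM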
# Runt-CBFb FRET: inhibitors of RUNX1 Runt–CBFb binding, primary screen, biochemical, FRET, Cerulean-Runt, Venus-CBFb, uHTS | Cerulean-Runt/Venus-CBFb FRET ratio 530/480, 1 h | 0.46% of 220,000 active | inhibition, % at 20 µM | Runt-related transcription factor 1 (Homo sapiens) + Core-binding factor subunit beta …;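 active = inhibition over about 50% at 20 µM in the single-dose screen, limit read from the data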;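 also: 0% = DMSO wells and 100% = excess unlabeled CBFb competitor control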
# Target sequence (Q01196 whole entry, looked up): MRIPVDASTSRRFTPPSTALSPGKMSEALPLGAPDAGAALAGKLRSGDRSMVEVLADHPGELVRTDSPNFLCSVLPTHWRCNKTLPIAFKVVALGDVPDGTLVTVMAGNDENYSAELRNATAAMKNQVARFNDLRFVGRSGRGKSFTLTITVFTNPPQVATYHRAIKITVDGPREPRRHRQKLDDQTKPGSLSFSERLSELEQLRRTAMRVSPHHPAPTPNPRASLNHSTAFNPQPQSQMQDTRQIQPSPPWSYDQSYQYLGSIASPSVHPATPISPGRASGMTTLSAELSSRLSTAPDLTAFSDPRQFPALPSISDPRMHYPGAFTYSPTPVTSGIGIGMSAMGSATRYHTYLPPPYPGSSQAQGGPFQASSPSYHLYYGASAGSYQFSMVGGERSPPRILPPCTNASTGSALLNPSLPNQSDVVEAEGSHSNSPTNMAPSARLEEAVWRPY
# Target sequence (Q13951 whole entry, looked up): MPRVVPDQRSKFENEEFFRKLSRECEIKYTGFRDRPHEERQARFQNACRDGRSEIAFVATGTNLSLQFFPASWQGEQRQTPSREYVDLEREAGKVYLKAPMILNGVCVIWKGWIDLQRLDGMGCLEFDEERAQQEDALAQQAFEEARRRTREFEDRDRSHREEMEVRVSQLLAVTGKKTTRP
#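 Buffer or medium: Tris pH 7.5 buffer with BSA. Assay system: Cerulean-labeled Runt domain protein. Amount: each fluorescent fusion protein 100 nM. Read-out basis: loss of energy transfer signal. Incubation: 1 h compound exposure, room temperature. Probe or stimulus: Venus-CBFb binding partner, 100 nM. Detection: FRET, excitation 422 nm, emission at 530 and 480 nm.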
# EP2 mod: EP2 receptor modulators, cAMP readout, primary screen, cell-based, HTRF cAMP, PGE2 stimulation | induction, % at 25 µM | 0.83% of 260,000 active | EP2-expressing cells, cAMP HTRF FRET, PGE2 co-stimulation;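 active = compounds whose cAMP rise, as percent of the full-agonist control response, exceeds 60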;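 also: rat C6 glioma line stably carrying human EP2 under a CMV promoter; the protocol text gives 20 µM as final concentration; 100% = response of wells given 1 µM PGE2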
# Target sequence (P43116 whole entry, looked up): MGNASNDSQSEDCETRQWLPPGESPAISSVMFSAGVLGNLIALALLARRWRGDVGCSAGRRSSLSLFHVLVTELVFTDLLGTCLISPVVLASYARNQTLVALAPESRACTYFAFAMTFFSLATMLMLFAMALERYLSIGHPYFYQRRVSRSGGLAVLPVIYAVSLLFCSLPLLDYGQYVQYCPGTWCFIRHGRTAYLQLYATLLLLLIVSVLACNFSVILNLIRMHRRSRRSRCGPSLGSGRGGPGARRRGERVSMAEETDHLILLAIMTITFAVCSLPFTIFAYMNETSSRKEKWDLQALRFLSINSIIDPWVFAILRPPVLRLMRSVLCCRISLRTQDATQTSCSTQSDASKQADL
# L929 necroptosis: inhibitors of zVAD-triggered necroptosis, primary screen, L929 cells; L929 zVAD necroptosis rescue, ATP luminescence, 24 h; with zVAD 60 µM; viability rescue, % at 10 µM; 0.38% of 220,000 active; AID 1377, 2008;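 active = activation, scaled between plate controls, above about 75%, limit read from the data; inactive = activation under that limit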;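 also: 0% = zVAD with DMSO and 100% = DMSO alone without zVAD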
# TNF death inh: inhibitors of TNF-alpha triggered necroptosis, primary screen, cell-based, Jurkat FADD-/-, single concentration | activation (protection from cell death), % at 10 µM | 0.068% of 220,000 active | Jurkat FADD-/- TNF necroptosis rescue, ATP luminescence, 24 h; 0 = TNF only, 100 = no-TNF cells;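 active = activation, meaning protection from cell death, of at least 50% relative to plate controls; inactive = activation below 50%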;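 also: necroptosis triggered by 40 ng/mL TNF-alpha added together with compound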
# Runt-SMMHC FRET: inhibitors of RUNX1 Runt–CBFb-SMMHC binding, primary screen, biochemical, FRET, Cerulean-Runt, Venus-CBFb-SMMHC, uHTS; Runt-related transcription factor 1 (Homo sapiens) + Core-binding factor subunit beta …; Cerulean-Runt/Venus-CBFb-SMMHC FRET ratio 530/480, 1 h; inhibition, % at 20 µM; 0.74% of 220,000 active;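 active = mean inhibition across duplicate retests at 20 µM reaching about 50%, limit read from the data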;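 also: 0% = DMSO wells and 100% = wells with excess untagged CBFb-SMMHC; inhibitors lower the FRET ratio by blocking Runt binding to CBFb-SMMHC; some results filed as inactive read as strong as hits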
# RBBP9 inhibitor: human RBBP9 inhibitors, primary screen, biochemical, fluorescence polarization, FP-Rh probe, HTS. 0.2% of 220,000 active. recombinant RBBP9. Serine hydrolase RBBP9 (Homo sapiens), O75884. inhibition, % at 7.94 µM;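 active = inhibition above the campaign mean of all tested compounds plus 3 SD, cut at about 14% in these data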;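 also: plate controls were DMSO wells with RBBP9 for no effect and wells lacking RBBP9 protein for full effect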
#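 Measured by – fluorescence polarization · Test system – RBBP9 protein · Input – 2.5 µM RBBP9 dispensing solution, before mixing · Measure – percent inhibition from mP, scaled between DMSO and no-protein wells · Benchmarks – DMSO-treated enzyme wells and wells lacking RBBP9 · Times – preincubation 30 min plus labeling 45 min at 25 °C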
# EP2 antag: human EP2 receptor antagonists, primary screen, TR-FRET cAMP, C6 glioma cells | 0.52% of 260,000 active | C6 glioma cells expressing human EP2; cells stimulated with saturating PGE2 | inhibition, % at 25 µM;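 active = percent inhibition above 40 after rounding to a whole number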;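 also: rat C6 glioma host cells with rolipram phosphodiesterase inhibitor present; the protocol text gives 20 µM as final concentration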
# Hck Nef HTS: inhibitors of Nef-activated human Hck kinase, primary screen, biochemical, Z-Lyte FRET, 384-well, Hck-YEEI. Tyrosine-protein kinase HCK (Homo sapiens), P08631. Recombinant Hck-YEEI plus Nef, Z-Lyte FRET kinase assay. inhibition, % at 20 µM. 0.68% of 220,000 active;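 active = Hck-Nef kinase inhibition above about 50%, limit read from the data; inactive = inhibition below that limit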;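 also: 0% = DMSO with Hck plus Nef and 100% = Hck alone without Nef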
# * marks the source's active call; other numbers are inactive results; . = not tested or not shown; & = joins results of further samples. An excerpt. The share of hits here may be higher or lower than overall.
SMILES,PERK inhibitor,Runt-CBFb FRET,EP2 mod,L929 necroptosis,TNF death inh,Runt-SMMHC FRET,RBBP9 inhibitor,EP2 antag,Hck Nef HTS
COc1cc(C)nc(N(Cc2ccccc2)S(=O)(=O)c2ccccc2)n1,0.0,-2,58,0.1,-2.4,2,0,13,17
O=C(COc1ccccc1)Nc1ccccc1N1CCN(c2ccccc2)CC1,-0.6,0,73*,-0.3,-0.3,-1,-4,8,1
N#Cc1cnn2c(N)c(-c3ccc(Cl)cc3)cnc12,0.4,-2,-15,0.6,0.8,-3,-8,7,11
COc1cc(/C=C/C(=O)N2CCN(C)CC2)cc(S(=O)(=O)N2CCc3ccccc32)c1OC,0.6,1,17,0.7,3.2,-2,2,2,22
Cc1cc(=O)oc2cc(OCC(=O)N3CC(C)OC(C)C3)ccc12 (stereo not drawn),-0.9,0,17,0.4,1.4,1,-13,16,-5
CC1CC(=O)Nc2ccccc2N1S(=O)(=O)c1ccccc1 (stereo not drawn),0.7,-2,-4,0.6,-2.7,-6,-7,4,0
O=C(NCc1ccncc1)C(=O)Nc1ccc2c(c1)OCO2,0.1,1,3,3.3,0.0,-2,-9,4,19
O=C(NCCc1ccccc1)c1ccc(-c2ccccc2Cl)o1,0.7,3,-34,6.6,3.0,-2,-6,24,0
Nc1ccc(-n2ccnc2)cc1,-0.9,-1,-3,0.5,-0.4,-1,0,14,2
CNC(=O)c1ccsc1NC(=O)c1ccc(S(=O)(=O)N2CCCc3ccccc32)cc1,-1.2,-3,-54,.,-4.6,-3,-47,7,-17
Cn1c(/C=N/n2cnnc2)nc2ccccc21,-0.1,0,0,0.1,-2.4,2,3,11,1
Cc1n[nH]c(C)c1S(=O)(=O)NCCc1ccc(Cl)cc1,1.4,1,-22,0.2,0.4,1,0,8,0

# Quoted from above for reference:
SMILES,PERK inhibitor,Runt-CBFb FRET,EP2 mod,L929 necroptosis,TNF death inh,Runt-SMMHC FRET,RBBP9 inhibitor,EP2 antag,Hck Nef HTS
COc1cc(C)nc(N(Cc2ccccc2)S(=O)(=O)c2ccccc2)n1,0.0,-2,58,0.1,-2.4,2,0,13,17
O=C(COc1ccccc1)Nc1ccccc1N1CCN(c2ccccc2)CC1,-0.6,0,73*,-0.3,-0.3,-1,-4,8,1
N#Cc1cnn2c(N)c(-c3ccc(Cl)cc3)cnc12,0.4,-2,-15,0.6,0.8,-3,-8,7,11
COc1cc(/C=C/C(=O)N2CCN(C)CC2)cc(S(=O)(=O)N2CCc3ccccc32)c1OC,0.6,1,17,0.7,3.2,-2,2,2,22

# (next part)
SMILES,PERK inhibitor,Runt-CBFb FRET,EP2 mod,L929 necroptosis,TNF death inh,Runt-SMMHC FRET,RBBP9 inhibitor,EP2 antag,Hck Nef HTS
Cc1csc(N)n1,1.0,-2,14,2.3,1.1,3,-2,17,1
Clc1ccc(Cn2c(-c3cccnc3Cl)nc3ccccc32)c(Cl)c1,1.2,.,40,-0.2,-2.2,-2,-2,6,0
O=C(/C=C/c1ccccc1)N1CCN(S(=O)(=O)c2ccc(F)cc2)CC1,-0.2,-4,-40,0.5,0.9,2,-4,7,-4
COc1ccc(NC(=S)N2CCN(C/C=C/c3ccccc3)CC2)cc1,-1.0,1,-9,0.5,1.6,1,-7,13,3
COc1ccc(-c2[nH]n(-c3ccc([N+](=O)[O-])cc3)c(=O)c2C=NCc2ccc(F)cc2)cc1,1.8,-7,3,1.1,1.9,-23,-4,6,4
COc1ccccc1NC(=O)CSc1nnc(-c2ccccn2)n1Cc1ccco1,0.5,10,-4,-0.2,0.6,0,-7,6,1
O=C(Nc1nc2c(s1)CCCC2)c1nn(Cc2ccccc2)c(=O)c2ccccc12,-0.2,-1,20,0.9,2.8,0,2,4,3
CCOc1ccc(NC(=O)c2cc3cc4ccc(OC)cc4nc3o2)cc1,0.9,2,-12,0.0,0.5,-6,2,11,-1
Cc1cc(/C=N/NC(=O)c2c(Br)cnn2C)c(C)n1-c1cccc(Br)c1,-0.5,-3,25,.,-1.6,4,-4,11,-13
CC(=O)Nc1cccc(NC(=O)Nc2cccc(F)c2)c1,0.7,0,-21,0.4,0.7,1,0,4,0
CC1CCCCN1C(=O)CSc1nnc(-c2ccc(Cl)s2)o1 (stereo not drawn),-0.3,-2,12,0.7,1.8,4,-9,13,-19
COc1ccc(NC2=CC(=O)CC(c3ccccc3)C2)c(OC)c1 (stereo not drawn),-0.7,.,14,0.0,-15,-6,-2,10,-1
COc1cccc(C(=O)Cn2c(=N)n(C)c3ccccc32)c1,-0.4,-4,-6,-1.2,0.9,5,-1,3,3
O=C(Nc1cccc(F)c1)C1CCN(C(=O)c2ccc(Br)cc2)CC1,-0.8,0,-8,1.0,-1.0,1,1,12,-1
O=c1c2ccccc2cnn1CCOc1ccccc1,-0.3,0,-28,0.1,-1.4,-1,0,9,3
O=S(=O)(/N=C(/Nc1ccccn1)c1ccccc1)c1ccccc1,1.2,0,34,-0.1,-2.1,2,6,12,0
O=C1CC(c2ccccc2)c2ccccc21 (stereo not drawn),0.6,0,20,1.0,0.1,2,-4,5,20
Cc1cc(F)ccc1NCc1cc2c(cc1[N+](=O)[O-])OCO2,0.1,9,-6,-0.1,-6.5,12,-3,8,-1
CS(=O)(=O)CCC(C(=O)n1nnc2ccccc21)N1C(=O)c2ccccc2C1=O (stereo not drawn),0.2,-4,2,2.5,1.4,-13,-6,9,-4
COc1ccc(OC)c(Cc2nnc(CCC(=O)NC3CCCC3)o2)c1,1.1,-1,2,0.1,-0.1,-1,1,2,8
Cc1nc2nc(-c3ccccc3)[nH]n2c(=O)c1C,0.2,-1,17,0.8,-1.8,-3,-4,5,4
Cc1ccc(-c2cc3nc(C)cc(NCc4ccco4)n3n2)cc1,-0.3,5,43,3.6,-2.4,14,-11,5,3
COc1ccccc1CSc1nc2ccccc2[nH]1,1.5,1,-10,0.3,-2.9,2,-6,-6,0
Cc1cc(N2C(=O)CC(Cc3ccccc3)C2=O)no1 (stereo not drawn),2.1,-1,49,0.2,-2.6,1,0,1,0
CCOC(=O)C1CCCN(C(=O)/C=C/c2cc(OC)c(OC)c(OC)c2)C1 (stereo not drawn),0.2,-1,-27,0.0,-0.1,85,-2,5,19
Cc1ccc(NC(=O)C2(c3ccccc3)CCCC2)nc1,-0.2,.,.,-0.5,-0.5,.,-5,13,12
COc1ccc(NC(=O)CSc2nc3c(c(=O)[nH]2)CCC3)cc1OC,-0.4,1,25,0.0,1.5,-3,-2,4,1
COc1cc2c(cc1OC)CN(c1nc(CN3CCCC3)nc3sc(C)c(C)c13)CC2,-0.6,-1,-17,-3.2,2.8,-1,-7,0,10
O=C(C1CC(c2ccc(F)cc2)=NO1)N1CCN(c2ccccc2)CC1 (stereo not drawn),1.9,0,-3,0.5,0.9,3,-4,10,1
Cc1ccc2c(c1)N1C(=O)c3ccccc3C1C1=C(CC(C)(C)CC1=O)N2 (stereo not drawn),-0.7,-2,-4,0.3,-0.1,0,-9,5,5
COc1ccc(C(=O)CSc2nc(C)cc(C)n2)cc1[N+](=O)[O-],0.0,3,-12,2.6,0.1,3,6,3,23
CCOC(=O)c1sc(NC(=O)c2ccncc2)c(C#N)c1C,1.2,-3,4&-14,0.2,-0.8,-16,-1,9&13,2
C/C(CC(=O)NCc1ccc(Cl)cc1)=N\NC(=O)c1ccccc1F,-0.2,-3,-13,0.6,3.0,0,1,6,25
CC(C)n1c(=O)c2c(O)cc(=O)oc2c2ccccc21,0.7,-3,-11,0.0,-1.9,-4,-1,19,-2
Cc1cc(N2CCN(C(=O)c3ccco3)CC2)n2nc(C)c(-c3ccccc3)c2n1,-1.1,-2,-25,1.5,0.2,-5,-1,9,2
COc1ccc(S(=O)(=O)Nc2cccc(SC)c2)cc1OC,-1.6,0,-10,-0.3,-2.1,0,-6,2,0
Nc1nnc(SCC(=O)c2ccc3ccccc3c2)s1,0.6,3,-33,-0.3,-3.2,-9,8,.,-19
O=[N+]([O-])c1ccc(NCCCNS(=O)(=O)c2ccccc2)c(Cl)c1,-0.8,-2,-45,-0.5,1.2,-2,-4,9,-1
Cc1cc(C)cc(C(=O)N2CC(C)SC2=Nc2cccc(S(=O)(=O)N(C)C)c2)c1 (stereo not drawn),-1.1,0,24,0.5,-0.5,3,-3,3,1
Cc1cccc(C)c1NC(=S)N(c1ccccc1)C(C)C,0.5,-2,16,0.2,1.0,3,-10,6,2
COCC(C)NC(C(=O)Nc1ccc(C)c(Cl)c1)c1ccccc1 (stereo not drawn),-0.1,-1,-16,-0.5,2.7,-1,-6,8,1
CN1CCN(C(=O)/C(=C\c2cccc([N+](=O)[O-])c2)NC(=O)c2cccs2)CC1,1.7,0,16,1.5,2.1,3,-1,4,17
Cc1nc(N/N=C/c2ccccn2)sc1C,-0.3,1,0,24,-7.8,4,-6,7,1

# With a hit mark in EP2 mod, among the entries above:
SMILES,PERK inhibitor,Runt-CBFb FRET,EP2 mod,Runt-SMMHC FRET,RBBP9 inhibitor,Hck Nef HTS
O=C(COc1ccccc1)Nc1ccccc1N1CCN(c2ccccc2)CC1,-0.6,0,73*,-1,-4,1

# An excerpt from above, limited to EP2 antag, RBBP9 inhibitor and Runt-SMMHC FRET.
molecule	EP2 antag	RBBP9 inhibitor	Runt-SMMHC FRET
Nc1nnc(SCC(=O)c2ccc3ccccc3c2)s1	.	8	-9
O=[N+]([O-])c1ccc(NCCCNS(=O)(=O)c2ccccc2)c(Cl)c1	9	-4	-2
Cc1cc(C)cc(C(=O)N2CC(C)SC2=Nc2cccc(S(=O)(=O)N(C)C)c2)c1 (stereo not drawn)	3	-3	3
Cc1cccc(C)c1NC(=S)N(c1ccccc1)C(C)C	6	-10	3
COCC(C)NC(C(=O)Nc1ccc(C)c(Cl)c1)c1ccccc1 (stereo not drawn)	8	-6	-1
CN1CCN(C(=O)/C(=C\c2cccc([N+](=O)[O-])c2)NC(=O)c2cccs2)CC1	4	-1	3
Cc1nc(N/N=C/c2ccccn2)sc1C	7	-6	4

# Assay outcomes as filed in PubChem.
